FBW7 activator – activators of human E3 ligase FBW7; Q969H0; AlphaScreen FBW7–phospho-cyclin E peptide binding, activator screen; normalized activity (activation), % at 26.1 µM; 650,000 compounds, 0.13% hits; AID 1259310; in the data active means normalized activity above about 1.9%;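 further: purified mutant Fbw7 with reduced substrate affinity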
MITF primary – inhibitors of human MITF. AlphaScreen MITF homodimerization, bead proximity signal. AID 1259374. inhibition, % at 2.6 µM. 650,000 compounds, 0.91% hits. O75030; in the data active means inhibition above about 50%;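 further: 0% = vehicle wells with protein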
Target sequence (O75030 whole entry, looked up): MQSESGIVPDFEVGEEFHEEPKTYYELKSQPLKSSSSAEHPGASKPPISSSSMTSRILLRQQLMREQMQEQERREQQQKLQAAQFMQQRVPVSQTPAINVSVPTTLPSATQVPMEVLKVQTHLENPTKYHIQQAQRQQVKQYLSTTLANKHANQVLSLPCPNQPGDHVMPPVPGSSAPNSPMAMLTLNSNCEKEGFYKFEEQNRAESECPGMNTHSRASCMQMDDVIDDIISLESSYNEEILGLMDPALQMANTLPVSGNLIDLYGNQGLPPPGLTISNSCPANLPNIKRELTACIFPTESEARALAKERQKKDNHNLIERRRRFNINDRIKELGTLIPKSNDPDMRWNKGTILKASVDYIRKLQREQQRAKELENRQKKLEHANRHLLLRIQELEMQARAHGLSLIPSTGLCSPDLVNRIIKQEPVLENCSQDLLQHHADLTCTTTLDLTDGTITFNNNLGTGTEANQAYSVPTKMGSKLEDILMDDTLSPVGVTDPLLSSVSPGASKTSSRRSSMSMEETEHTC
GPR151 activ – human GPR151 activation; Q8TDV0; PathHunter beta-arrestin GPR151 cells, luminescence; activation, % at 11.2 µM; 650,000 compounds, 1% hits; AID 1508602; in the data active means activation above about 4.9%;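 further: 0% = median of compound wells and 100% = cells with positive control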
Target sequence (Q8TDV0 whole entry, looked up): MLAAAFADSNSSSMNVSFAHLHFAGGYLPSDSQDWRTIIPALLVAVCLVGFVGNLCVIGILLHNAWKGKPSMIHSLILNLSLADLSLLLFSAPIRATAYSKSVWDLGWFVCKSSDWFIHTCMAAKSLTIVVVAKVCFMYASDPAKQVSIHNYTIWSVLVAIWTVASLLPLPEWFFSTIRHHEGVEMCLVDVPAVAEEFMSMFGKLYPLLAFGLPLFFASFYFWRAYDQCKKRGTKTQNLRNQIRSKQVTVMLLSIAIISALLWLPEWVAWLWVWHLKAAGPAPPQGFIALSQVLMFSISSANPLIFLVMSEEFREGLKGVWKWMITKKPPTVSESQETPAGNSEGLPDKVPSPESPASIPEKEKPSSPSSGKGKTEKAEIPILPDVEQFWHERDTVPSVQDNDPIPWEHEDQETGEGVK
TEAD-YAP inh – TEAD-YAP interaction inhibition; HEK-TIYL cells, TEAD-Gal4/YAP UAS-luciferase luminescence; inhibition, % at 9.12 µM; 640,000 compounds, 1.4% hits; AID 1259422; in the data active means inhibition above about 32%;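 further: 0% = median of test compound wells and 100% = reference inhibitor wells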
* = called active by the depositor; · = not tested or not shown; & = joins results of further samples. An unsorted share of the library; overall some 3.4% were active at least once.

Second line of a record: FBW7 activator, MITF primary, GPR151 activ, TEAD-YAP inh
OCCn1cnc(-c2ccc(Cl)cc2)c1
→ -0.7, 2, 0.1, -12
O=C(NCc1ccco1)c1cc(F)c(F)cc1Cl
→ 0.4, 12, -0.8, 10
NC(=O)c1c(NC(=O)c2ccc(N3CCCCC3)c([N+](=O)[O-])c2)sc2c1CCC2
→ -0.2, -3, -0.7, 4
CC(=O)Oc1cccc(N2C(=O)c3ccc(Oc4cccc(N)c4)cc3C2=O)c1
→ -0.1, -4, -0.2, 27
C=CCOC(=O)C1=C(C)NC2=C(C(=O)CCC2)C1c1ccccc1OCCCC (stereo not drawn)
→ -0.1, -3, -1.0, 0
COC(=O)[C@@H]1CCCN1C(=O)CC1(c2cccc(F)c2)CC(=O)N(C)C1=O (stereo partly drawn)
→ 0.2, 9, -1.2, -12
COCc1nnn(-c2nonc2N)c1C(=O)N/N=C(\C)c1ccc(Cl)cc1Cl
→ 0.1, 0, -0.7, -3
O=C(N/N=C/c1ccc(Cl)cc1Cl)C(=O)NC1CC1
→ 0.2, 12, -0.1, 6
CCSCCOC(=O)C1=C(C)NC2=C(C(=O)CC(C)(C)C2)C1c1ccc(CC)cc1 (stereo not drawn)
→ 0.2, 2, 0.2, 7
CC(C)NC(=O)CN1CCN(Cc2c(C(=O)N3CCCC3)nc3ccccn23)CC1
→ 0.0, -14, 0.0, 8
COc1cccc(NC(=O)CSc2nc3ccc([N+](=O)[O-])cc3s2)c1
→ 0.2, -19, 2.0, -3
O=C(CSc1nnc(SCc2ccccc2)s1)N/N=C/c1ccccc1O
→ -0.2, -1, 0.3, -10
Cc1csc(NC(=O)CCc2nc3cccnc3n2-c2ccccc2)n1
→ -0.4, 7, 0.6, 11
Cc1[nH]n(-c2nc(-c3ccccc3)cs2)c(=O)c1C(c1ccccc1)C(C#N)C(N)=O (stereo not drawn)
→ -0.2, -7, -0.4, 59*
Nc1cccc(C(=O)Nc2cccc(S(=O)(=O)CCOS(=O)(=O)O)c2)c1
→ 0.8, 25, 0.0, 4
CCOC(=O)c1c(C)oc2nc(CCl)nc(N)c12
→ -0.1, 1, -0.1, 2
Cc1ccccc1C(NC(=O)C1CCN(C(=O)NC2CCCCC2)CC1)c1ccccn1 (stereo not drawn)
→ -0.2, -11, 0.3, -1
Cc1cccc(Cn2c(SCC(O)CCl)nc3c2c(=O)[nH]c(=O)n3C)c1 (stereo not drawn)
→ 0.0, -16, -0.5, -16
CC1=C(C(=O)OCc2ccccc2)C(c2ccc(C)s2)C2=C(CC(C)(C)CC2=O)N1 (stereo not drawn)
→ 0.3, -21, -1.5, -11
CSc1ncc(C(=O)O)c(C(F)(F)F)n1
→ 0.3, -1, -1.2, -9
Cc1cc(C(=O)NNC(=O)CNC(=O)CNC(=O)c2ccc(Cl)cc2Cl)c(C)o1
→ 0.0, 5, -1.4, 7
CCOC(=O)C1(CO)NC(c2ccccc2C)C2C(=O)N(C)C(=O)C21 (stereo not drawn)
→ -0.1, 2, -0.3, 5
C/C(=N/NC(=O)c1cc2ccccc2cc1O)c1cc2ccc(O)cc2oc1=O
→ -0.1, 18, -2.7, 6
CCn1ccc2c(OCC(=O)NC3CCCC3)cccc2c1=O
→ -0.1, -1, -0.3, 5
COC(=O)CN1C(=S)N(C)C(=O)/C1=C/c1ccc(O)c(I)c1
→ -0.3, 0, 1.2, 14
O=[N+]([O-])c1ccc(-c2cnnn2-c2ccc([N+](=O)[O-])cc2Br)cc1
→ 0.1, 13, 3.0, -1
COc1ccccc1C1C2=C(CCCC2=O)Nc2ncnn21 (stereo not drawn)
→ 0.0, 0, -0.9, -4
O=C(NC1CCCCC1N1C(=O)CSC1=O)c1cc(Cl)ccc1Cl (stereo not drawn)
→ 0.2, 9, 0.0, 2
COc1cc([N+](=O)[O-])ccc1NC(=O)CN1C(=O)NC(C)(c2ccc(Cl)cc2)C1=O (stereo not drawn)
→ 0.1, 7, 0.4, -2
O=C1Nc2ccccc2C1(O)C/C(=N/O)c1ccco1 (stereo not drawn)
→ 0.4, -19, -1.7, -11
CCCNc1nc(Nc2cc(OC)c(OC)c(OC)c2)nc2c1ncn2C(C)C
→ 0.1, 6, -1.6, -5
CCOc1ccc(NC(=O)CC(c2ccc(OC)cc2)N2Cc3ccccc3C2=O)cc1 (stereo not drawn)
→ 0.0, -4, -0.2, -8
Cc1nonc1CC(=O)N1CCC(n2nnc(-c3ccccc3)n2)CC1
→ -0.2, 1, 0.0, 1
O=C(CCc1nnc(-c2ccsc2)o1)N1CCC(c2ccncc2)CC1
→ 0.0, 19, -0.8, -11
Cc1ccc(CCNC(=O)c2cnn3c(C)c(Cc4c(C)cc(C)cc4C)c(C)nc23)cc1
→ 0.6, 13, 0.5, -6
CSc1cccc(NS(=O)(=O)c2c(C)noc2C)c1
→ 0.0, 2, 0.9, 12
Cn1nnnc1SCC(=O)Nc1ccc(Cl)c([N+](=O)[O-])c1
→ 0.0, 8, 1.0, 3
COc1ccc(CNC(=O)c2c(C)nc3sccn23)cc1
→ 0.4, 15, -0.1, -1
CCCOC(=O)C1=C(C)NC2=C(C(=O)CC(c3ccccc3)C2)C1c1ccccc1OCCC (stereo not drawn)
→ -0.1, -8, -0.5, 12
CCCCCCc1ccc(C(=O)CCC(=O)OCC)cc1
→ 0.1, -4, 1.1, 2
CC1=C(C(=O)OCC(F)(F)F)C(c2ccccc2Cl)NC(=O)N1 (stereo not drawn)
→ 0.1, 1, 0.3, -11
O=C(N=Nc1c(O)[nH]c2ccc([N+](=O)[O-])cc12)c1cncc(Br)c1
→ 0.1, 8, -0.5, 3
COc1cccc(OC)c1OCCCNCC(C)O (stereo not drawn)
→ 0.0, 39, -2.1, 11
CCOCCCNC(=O)C1CCN(c2nc3ccc(OC)cc3s2)CC1
→ 0.0, 2, 0.4, -5
Nc1ncc(-c2ccncn2)c(-c2ccc(C(F)(F)F)cc2)n1
→ 0.5, 21, -0.7, 9
Cc1csc2nc(-c3ccc(Cl)cc3Cl)cn12
→ -0.2, -2, 1.5, -68
CCOC(=O)C1=C(O)/C(=C/c2cc(OC)c(OC)c(OC)c2)N=C1C
→ 0.0, -10, -0.8, -6
O=C(CCC1=NS(=O)(=O)c2ccccc2N1)NCCc1ccccc1
→ 0.1, 0, -0.2, -5
CCCC(=O)n1nc(C)c(S(=O)(=O)N2CCOCC2)c1C
→ -0.1, -2, -0.3, -6
COC(=O)c1cn(CCOc2ccccc2)c2ccccc12
→ 0.2, 11, -0.5, -40

Additional entries follow:
Second line of a record: FBW7 activator, MITF primary, GPR151 activ, TEAD-YAP inh
Cc1cccc(S(=O)(=O)Nc2ccc(-c3csc(C)n3)cc2)c1
→ -0.1, -11, 0.7, 1
CCn1c(CCCNC(=O)C2CCCCC2)nc2ccccc21
→ -0.2, 7, -0.4, -3
O=C(NCc1nc2ccccc2[nH]1)c1cnc(N2CCN(c3ccccn3)CC2)s1
→ 0.1, 7, 2.2, 5
O=C(Nc1ccc(Cl)cc1)C1(c2cccs2)CCOCC1
→ 0.0, 2, -0.5, -12
COc1cccc(CSCC(=O)O)c1OC
→ 0.0, 3, 0.5, -9
COc1ccc(-n2nc(C(=O)N3CCC(C)CC3)c3ccccc3c2=O)c(OC)c1
→ -0.1, 9, -1.6, 5
CC(=O)Nc1cccc(C2=CC(c3ccc(C)cc3)n3ncnc3N2)c1 (stereo not drawn)
→ -0.1, 2, -0.8, 4
COc1cc(C2C(C(=O)OCc3ccccc3)=C(C)NC3=C2C(=O)CC(C)(C)C3)ccc1O (stereo not drawn)
→ 0.0, -9, 0.7, 4
O=C(O)CCCC(NC(=O)c1ccccc1)c1cccnc1 (stereo not drawn)
→ -0.1, -7, 0.4, 1
N#CCCN(CCC#N)C(=O)Nc1cccc(C(F)(F)F)c1
→ 0.1, 3, 1.8, 2
COC(=O)c1cc2c(=O)n3cc(C)ccc3nc2n(CCc2ccccc2)c1=N
→ 0.0, 8, -0.1, -16
NC1=NC(=Nc2ccc(N3CCCCC3)cc2)c2ccccc21
→ -0.4, 11, 0.4, 61*
COc1ccc2c(c1)C1OCCC1C(c1ccncc1)N2 (stereo not drawn)
→ -0.1, 20, 0.5, -7
Cc1cc(I)ccc1S(=O)(=O)N1CCN(C)CC1
→ -0.2, 1, 0.5, 3
C=CCNC(=O)CN(c1cc(C(F)(F)F)ccc1Cl)S(C)(=O)=O
→ 0.4, 14, -0.3, 0
CCN(CC)C(=O)c1sc(NC(=O)c2c(-c3ccccc3)noc2C)c(C(=O)OC(C)C)c1C
→ 0.0, 12, -0.6, 2
Cc1ccc(CN2CCc3nnc(C(CC(C)C)NC(=O)c4cccnc4)n3CC2)o1 (stereo not drawn)
→ 0.5, -4, -1.0, -4
O=C(c1cccc(OC2CCN(Cc3ccon3)CC2)c1)N1CCOCC1
→ -0.1, 4, 1.4, 11
O=C(COc1ccccc1)N(CCCN1CCOCC1)c1nc2ccc(F)cc2s1
→ 0.2, 11, 2.0, -58
O=c1/c(=C/c2ccc(Br)cc2)sc2nnc(-c3ccccc3Cl)n12
→ 0.0, 8, 0.3, -6
COc1ccc2cc(CCNC(=O)C3CCCC3)c(=O)[nH]c2c1
→ 0.1, -1, -1.0, -9
Cc1ccc(NC(=O)c2cc3c(CO)cnc(C)c3oc2=O)cc1C
→ -0.1, 9, 1.1, 6
CCOC(=O)c1sc2nc(SCc3cc(F)cc4c3OCOC4)n(Cc3ccc(C)cc3)c(=O)c2c1C
→ 0.2, 21, 0.6, -3
COc1cc(C(=O)N2CCN(Cc3ccncc3)CC2)cc(OC)c1OC
→ 0.1, 76*, -0.8, 0
CN(C)CC/C=C1\c2ccccc2CSc2ccccc21
→ 0.1, 28, 1.9, ·
OCCN(Cc1ccccc1)c1ncnc2scc(-c3ccccc3)c12
→ -0.2, -2, -0.8, 3
O=C(CCC(=O)Nc1ccc(F)cc1)Nc1ccc(F)cc1
→ 0.0, -5, 1.5, 7
COc1cc2[nH]c(=O)n(CCCC(=O)NC3CCCCC3C)c(=O)c2cc1OC (stereo not drawn)
→ -0.1, -6, -0.3, -4
COc1ccc(COC(=O)N/N=C2\C[C@@H](O)[C@@H](O)[C@@H]3[C@@H]4C(=O)N(c5cccc(Oc6ccccc6)c5)C(=O)[C@@H]4CC[C@@H]23)cc1
→ 0.1, 14, 2.3, ·
CCN(CC)C(=O)C1=C(C)Nc2nc3ccccc3n2C1c1ccncc1 (stereo not drawn)
→ 0.0, 9, 0.7, 8
Oc1c(Cl)cc(/C=N/n2cnnc2)cc1Cl
→ 0.0, -4, 0.9, 9
Oc1c(Cl)cc(Cl)c(Cl)c1Cc1c(O)c(Cl)cc(Cl)c1Cl
→ 0.4&0.1&0.2, -4&7&24, 0.6&2.8&-1.9, 23
CCC(NC(=O)Cn1nnnc1CN1CCC(C)CC1)c1ccc(F)cc1 (stereo not drawn)
→ 0.0, 1, 5.6*, 1
N#C/C(=C\c1cc(Br)cc(Br)c1OCc1ccc(Cl)cc1Cl)c1nc2ccccc2[nH]1
→ 0.1, 14, -0.2, 6
NC(=O)C1CCN(c2cc(-c3ccccc3)nc3nncn23)CC1
→ 0.0, -7, -1.6, -8
CN(C)c1ccc(NC(=O)CSc2nc3c(c(=O)[nH]2)CCCC3)cc1
→ -0.1, 8, 0.9, 7
COc1cc(OC)c(C2C=C(c3ccc(Cl)cc3)Nc3ncnn32)cc1OC (stereo not drawn)
→ -0.2, -5, -0.6, -1
Cc1oc2c(C)c(OC(=O)C(C)C)ccc2c(=O)c1-c1nc2ccccc2s1
→ 0.0, 11, 0.0, 8
COc1cccc(N2C(=O)C3C4C=CC(O4)C3C2=O)c1 (stereo not drawn)
→ 0.3, 22, -0.6, 1
Nc1nc(SCC(=O)c2ccc3c(c2)-c2ccccc2C3)n[nH]1
→ -0.2, -6, -1.8, -10
COc1ccc(C(=O)Nc2cc(-c3nc4cc(C(C)C)ccc4o3)ccc2Cl)cc1[N+](=O)[O-]
→ 0.8, 8, -1.2, 9
Cc1nn(-c2ccccc2)c(Cl)c1C(=O)Nc1nnc(C2CCCC2)s1
→ 0.4, 14, -0.7, 10
COCc1c(C(=O)OCC(=O)c2c(N)n(CC(C)C)c(=O)n(C)c2=O)oc2ccccc12
→ 0.1, 8, 1.2, 0

Bioassay records as filed in PubChem.
